# Screens: PubChem BioAssay, National Center for Advancing Translational Sciences (NCATS)
# TRPV1 ag = HTS Assay for Compounds that Act as Agonists of the Vanilloid Receptor 1; Transient receptor potential cation channel subfamily V member 1 (Homo sapiens), Q8NER1; TRPV1-expressing cells, Fluo-8 calcium influx, agonist mode; activation, % at 8.33 µM; 320,000 compounds, 0.19% hits; AID 540275, 2011; in the data active = activation above about 80%; inconclusive = between about 30% and that limit; also: 0% is about no effect
#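 Fluo-8 calcium influx in TRPV1-expressing cells, kinetic read (ex 480/em 520 nm). Compound added and read 3 min for agonist activity, followed by capsaicin at EC20 final and 2 min further read for enhancement.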
# BRCA1 expr up = qHTS Assay to Identify Small Molecule Activators of BRCA1 Expression. 380,000 compounds, 1.1% hits. MCF7-BRCA1-FFLuc reporter, luminescence, 48 h; response scale: scaled: vehicle 0%, 10 µM genistein 100%. Potency, µM (titrated, usually from 46.1 µM), inactives show at the highest dose activation, actives largely listed as activators; also: potency is read from the fitted curve at half-maximal effect; nearly all actives have a fitted effect of over 80% in size; some results filed as inactive show a strong effect at the top dose
#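 First, MCF7-BRCA1-FFLuc cells (2000/well) attach for 2 h; next, compounds are pin-added and incubated 48 h at 37 °C; finally, luciferase reagent is added and luminescence read after 15 min.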
# RORg inh = qHTS for inhibitors of ROR gamma transcriptional activity; 310,000 compounds, 5.4% hits; Potency, µM (titrated, usually from 53.6 µM), for inactives: at the highest dose activity change, negative = inhibition, actives largely listed as inhibitors; AID 2551, 2010; Drosophila S2 Gal4-RORgamma UAS-luciferase reporter, 20 h; also: potency is read from the fitted curve at half-maximal effect; % is scaled to controls: 0 for no effect and ±100 for the full control effect; nearly all actives have a fitted effect of over 60% in size
#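 Compounds are pin-transferred onto Drosophila Schneider cells expressing a copper-inducible Gal4–ROR gamma transactivation domain fusion. After 1 hr, copper sulfate is added to 700 uM final; luciferase is read 20 hr later.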
# ELG1 genotoxic = qHTS screen for small molecules that induce genotoxicity in human embryonic kidney (HEK293T) cells expressing luciferase-tagged ELG1; HEK293T ELG1-luciferase reporter, luminescence, 16 h; Potency, µM (highest dose often 46 µM), without a hit: at the highest dose activity change, positive = activation, most hits filed as activators; 330,000 compounds, 1.3% hits; also: potency is read from the fitted curve at half-maximal effect; % of control where 0% means no effect; nearly all actives have a fitted effect of over 60% in size
#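 HEK293T cells expressing luciferase-tagged ELG1 were treated with compound or DMSO for 16 hr at 37°C. Luciferase activity was then read after 30 min with ONE-Glo at room temperature; rising signal flags genetic stress.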
# FLuc counter = qHTS profiling assay for firefly luciferase inhibitor/activator using purifed enzyme and Km concentrations of substrates (counterscreen for miR-21 project) | purified FLuc, Km substrates, luminescence inhibition | Potency, µM (top dose mostly 57.5 µM), for inactives: top-dose activity change, negative = inhibition, usual class: inhibitors | 360,000 compounds, 6.9% hits;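 also: potency is read from the fitted curve at half-maximal effect; plate controls were vehicle for no effect and reference inhibitor for full effect; nearly all actives have a fitted effect of over 55% in size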
#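 Biochemical qHTS of compounds, final roughly 60 µM downward over six points, against 10 nM purified firefly luciferase using Km concentrations of substrates (10 uM D-luciferin, 10 uM ATP) in Tris acetate pH 7.5 buffer; luminescence output.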
# ELG1 repair inh = qHTS screen for small molecules that inhibit ELG1-dependent DNA repair in human embryonic kidney (HEK293T) cells expressing luciferase-tagged ELG1 | HEK293T ELG1-luciferase reporter, luminescence, 16 h; DNA damage induced by 5-fluorouridine | Potency, µM (highest dose often 46.1 µM), for the others: at the highest dose activity change, negative = inhibition, most hits filed as inhibitors | 330,000 compounds, 2.3% hits | AID 504467, 2011; also: potency is read from the fitted curve at half-maximal effect; % is scaled to controls: 0 for no effect and ±100 for the full control effect; nearly all actives have a fitted effect of over 55% in size
#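 Cells (2,000 per well) received 5-fluorouridine plus test compound or DMSO and were incubated 16 hr at 37 °C, 5% CO2. Luciferase activity was read by luminescence 30 min after ONE-Glo addition; signal suppression marked inhibition of damage-induced ELG1 function.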
# VP16 counter = VP16 counterscreen qHTS for inhibitors of ROR gamma transcriptional activity; 310,000 compounds, 3.5% hits; Drosophila S2 Gal4-VP16 UAS-luciferase, luminescence, 20 h; AID 2546, 2010; Potency, µM (titrated, usually from 53.6 µM), for inactives: top-dose activity, negative = inhibition, actives largely listed as inhibitors;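 also: Gal4-VP16 expression switched on by copper sulfate through the metallothionein promoter; potency is read from the fitted curve at half-maximal effect; % is scaled to controls: 0 for no effect and ±100 for the full control effect; nearly all actives have a fitted effect of over 50% in size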
# Tb PFK inh = qHTS Assay to Find Inhibitors of T. brucei phosphofructokinase | ATP-dependent 6-phosphofructokinase (Trypanosoma brucei brucei), O15648 | T. brucei PFK, ADP-Glo luminescence | Potency, µM (highest dose often 57.5 µM), without a hit: top-dose activity, negative = inhibition, usual class: inhibitors | 330,000 compounds, 0.17% hits | AID 485367, 2010;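 also: potency is read from the fitted curve at half-maximal effect; 0% = uninhibited 1x PFK enzyme wells and -100% = no-enzyme wells; nearly all actives have a fitted effect of over 60% in size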
# Target sequence (O15648 whole entry, looked up): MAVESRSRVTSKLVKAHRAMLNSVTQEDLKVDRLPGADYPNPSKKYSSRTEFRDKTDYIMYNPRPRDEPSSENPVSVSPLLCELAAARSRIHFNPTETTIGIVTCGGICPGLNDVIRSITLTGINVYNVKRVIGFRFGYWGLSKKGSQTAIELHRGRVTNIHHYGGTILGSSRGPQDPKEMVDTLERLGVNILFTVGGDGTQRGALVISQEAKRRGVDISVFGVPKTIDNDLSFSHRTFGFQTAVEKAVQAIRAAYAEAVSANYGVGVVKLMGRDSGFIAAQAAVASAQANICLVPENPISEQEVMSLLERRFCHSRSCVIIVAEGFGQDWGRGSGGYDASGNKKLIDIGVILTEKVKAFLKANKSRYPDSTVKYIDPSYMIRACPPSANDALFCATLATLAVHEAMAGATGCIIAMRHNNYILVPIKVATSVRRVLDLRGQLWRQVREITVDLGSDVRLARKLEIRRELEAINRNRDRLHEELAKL
#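 Luminescent ADP detection (ADP-Glo, two-step: ATP depletion then ADP-to-ATP conversion for luciferase) reported PFK activity after 45 min room-temperature reaction of 1.25 nM enzyme with 0.5 mM F6P and 0.1 mM ATP at pH 8.0.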
# p53 reactivator = qHTS assay for re-activators of p53 using a Luc reporter | H1299 p53-A138V BP100-luciferase reporter, luminescence, 24 h | Potency, µM (titrated, usually from 92.2 µM), for inactives: at the top dose activity change, positive = activation, hits mostly activators | 320,000 compounds, 0.063% hits; also: potency is read from the fitted curve at half-maximal effect; % of control where 0% means no effect; nearly all actives have a fitted effect of over 45% in size
#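 H1299 (p53-null), stable ts p53-A138V + BP100-Luc; 1000 cells/well, Opti-MEM/10% FBS; cpd 4 pt, 1:5; 24 h, 37 deg C, 5% CO2; detection reagent 10 min RT; luminescence.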
# Rab9 promoter act = qHTS Assay for Rab9 Promoter Activators. AID 485297, 2010. Huh7 Rab9 promoter-luciferase reporter, luminescence, 24 h. Potency, µM (series often up to 9.22 µM), inactives show at the top dose activation, negative = inhibition, usual class: activators. 320,000 compounds, 2.8% hits; also: potency is read from the fitted curve at half-maximal effect; % of control where 0% means no effect; nearly all actives have a fitted effect of over 60% in size
#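 Promoter activation is measured as luciferase luminescence in Huh7 cells stably transfected with a Rab9 promoter–luciferase construct, following 24 h compound exposure at 37 °C and 10 min reagent incubation at ambient temperature.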
# NPC1 prom act = qHTS Assay for NPC1 Promoter Activators. 320,000 compounds, 2.4% hits. Huh7 NPC1 promoter luciferase reporter, 24 h. Potency, µM (top dose mostly 9.22 µM), without a hit: at the highest dose activation, hits mostly activators;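 also: potency is read from the fitted curve at half-maximal effect; % of control where 0% means no effect; nearly all actives have a fitted effect of over 60% in size; reporter is driven by a mutant NPC1 promoter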
#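 Luciferase expression driven by the NPC1 promoter was measured in stably transfected Huh7 cells after a 24 h compound incubation, using a luciferase reagent and a luminescence read.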
# * hit, by the source's call; ? = inconclusive; / = no result given; [ ] = another dose, or the depositor's remark. Unless noted, calls follow the shape of the dose curve; as a rule, active = well fitted curve in the direction sought with a large enough effect; inconclusive = small, poorly fitted or top-dose-only effect, or another doubt; inactive = no such curve, though single readings can be large; an effect the other way counts as inactive or inconclusive. Rows were taken by chance (roughly 15% active in at least one column).
SMILES,TRPV1 ag,BRCA1 expr up,RORg inh,ELG1 genotoxic,FLuc counter,ELG1 repair inh,VP16 counter,Tb PFK inh,p53 reactivator,Rab9 promoter act,NPC1 prom act
Cc1ccc(-n2ncc3c(NNC(=O)c4ccco4)ncnc32)cc1Cl,11,57%,3.2µM*,?,8.5µM*,?,4µM*,1%,-1%,9%,15%
CN(C)c1ccc(/C=N/NC(=O)c2ccco2)cc1,3,?,-35%,4.1µM*,2.7µM*,?,-29%,-4%,?,0.56µM*,0.79µM*
O=C(NCCO)/C(=C\c1ccc2c(c1)OCO2)NC(=O)c1ccc(Br)cc1,-1,-16%,-4%,-4%,5%,1%,-2%,-7%,2%,-7%,1%
O=C(CSc1nc2ccccc2n1CC(=O)N1CCCC1)Nc1ccc2c(c1)OCO2,-2,0%,44%,-4%,-2%[2.3 µM],-6%,4%,14%,-10%,-3%,-2%
CCc1nnc(NC(=O)CSc2nnc(-c3ccoc3C)n2CC(C)C)s1,-4,-3%,7%,1%,1%,-8%,-6%,2%,-10%,1%,3%
CCCn1cc(CN2CCN(Cc3ccc(C)o3)C(CCO)C2)c(C)n1 (stereo not given),-2,-9%,-9%,1%,0%,6%,-5%,0%,1%,-1%,1%
CC1=C(C(=O)Nc2ccccc2)C(c2cccs2)NC(=O)N1 (stereo not given),1,-3%,10%,-3%,3%,1%,-4%,0%,1%,-10%,-3%
COC(=O)c1sccc1NC(=S)N1CCCCC1,-6,-20%,7%,6%,-4%,7%,-5%,-9%,1%,-1%,1%
CC(=O)c1ccc(S(=O)(=O)N2CCN(CCOc3ccccc3)CC2)cc1,/,-20%,/,-2%,/,-31%,/,1%,1%,/,/
CC(C)(C)OC(=O)N[C@H](C(=O)OC(C)(C)C)c1ccc2c(c1)OCO2,?,-13%,/,1%,5%,8%,/,-12%,1%,-5%,-2%
Cc1ccc(NS(=O)(=O)c2cc(C(=O)NCc3ccncc3)ccc2C)cc1,-1,-38%,7%,0%,1%,-13%,0%,-2%,-8%,-8%,-2%
CCOCCCNC(=O)c1ccccc1SC,3,-1%,18%,-2%,-2%[2.3 µM],5%,0%,-2%,-3%,0%,-3%
CC(C)[C@@H]1CN=C(N)N1C[C@@H]1CCCN1C[C@H](C)N1C[C@@H](Cc2ccccc2)N(CCc2ccc(Cl)c(Cl)c2)C1=N,/,6%,/,3%,/,4%,/,0%,5%,/,/
CCn1c(=O)cc(OCC(=O)NC2CC2)c2ccccc21,-1,-47%,-20%,?,0%,?,1%,1%,-9%,-5%,-3%
COc1cccc(C2CC(c3ccccc3Cl)Nc3nc(N)nn32)c1 (stereo not given),8,-7%,7%,1%,0%,10%,-13%,3%,-11%,-2%,-2%
CN(CC(=O)Nc1c(Cl)cccc1Cl)C(=O)c1cccn1C,0,24%,5%,0%,0%,1%,1%,-26%,-1%,6%,-1%
O=C(NC1CCCCCC1)c1nnc(Cc2ccc(Cl)cc2)o1,?,25%,-24%,-1%,0%,0%,-18%,-19%,8%,0%,0%
O=C(c1ccc(F)cc1)C1CCN(Cc2cn[nH]c2-c2ccc(F)cc2)CC1,/,-27%,18%,-3%,0%,?,21%,3%,-2%,-3%,-4%

# Entries shown so far that have two or more sulfur atoms:
SMILES,TRPV1 ag,BRCA1 expr up,RORg inh,ELG1 genotoxic,FLuc counter,ELG1 repair inh,VP16 counter,Tb PFK inh,p53 reactivator,Rab9 promoter act,NPC1 prom act
CCc1nnc(NC(=O)CSc2nnc(-c3ccoc3C)n2CC(C)C)s1,-4,-3%,7%,1%,1%,-8%,-6%,2%,-10%,1%,3%
COC(=O)c1sccc1NC(=S)N1CCCCC1,-6,-20%,7%,6%,-4%,7%,-5%,-9%,1%,-1%,1%

# 12 structures out of the list, ordered by number of heavy atoms, lowest first.
SMILES,TRPV1 ag,BRCA1 expr up,RORg inh,ELG1 genotoxic,FLuc counter,ELG1 repair inh,VP16 counter,Tb PFK inh,p53 reactivator,Rab9 promoter act,NPC1 prom act
CCOCCCNC(=O)c1ccccc1SC,3,-1%,18%,-2%,-2%[2.3 µM],5%,0%,-2%,-3%,0%,-3%
COC(=O)c1sccc1NC(=S)N1CCCCC1,-6,-20%,7%,6%,-4%,7%,-5%,-9%,1%,-1%,1%
CN(C)c1ccc(/C=N/NC(=O)c2ccco2)cc1,3,?,-35%,4.1µM*,2.7µM*,?,-29%,-4%,?,0.56µM*,0.79µM*
CCn1c(=O)cc(OCC(=O)NC2CC2)c2ccccc21,-1,-47%,-20%,?,0%,?,1%,1%,-9%,-5%,-3%
CC1=C(C(=O)Nc2ccccc2)C(c2cccs2)NC(=O)N1 (stereo not given),1,-3%,10%,-3%,3%,1%,-4%,0%,1%,-10%,-3%
O=C(NC1CCCCCC1)c1nnc(Cc2ccc(Cl)cc2)o1,?,25%,-24%,-1%,0%,0%,-18%,-19%,8%,0%,0%
COc1cccc(C2CC(c3ccccc3Cl)Nc3nc(N)nn32)c1 (stereo not given),8,-7%,7%,1%,0%,10%,-13%,3%,-11%,-2%,-2%
Cc1ccc(-n2ncc3c(NNC(=O)c4ccco4)ncnc32)cc1Cl,11,57%,3.2µM*,?,8.5µM*,?,4µM*,1%,-1%,9%,15%
O=C(NCCO)/C(=C\c1ccc2c(c1)OCO2)NC(=O)c1ccc(Br)cc1,-1,-16%,-4%,-4%,5%,1%,-2%,-7%,2%,-7%,1%
Cc1ccc(NS(=O)(=O)c2cc(C(=O)NCc3ccncc3)ccc2C)cc1,-1,-38%,7%,0%,1%,-13%,0%,-2%,-8%,-8%,-2%
O=C(CSc1nc2ccccc2n1CC(=O)N1CCCC1)Nc1ccc2c(c1)OCO2,-2,0%,44%,-4%,-2%[2.3 µM],-6%,4%,14%,-10%,-3%,-2%
CC(C)[C@@H]1CN=C(N)N1C[C@@H]1CCCN1C[C@H](C)N1C[C@@H](Cc2ccccc2)N(CCc2ccc(Cl)c(Cl)c2)C1=N,/,6%,/,3%,/,4%,/,0%,5%,/,/
